# Assay outcomes as filed in PubChem.
# PKA-R1A activ: activates the PKA-R1A holoenzyme complex; P00514+P68181; PKA-R1A dissociation, Cy5-IP20 fluorescence polarization; scaled: DMSO 0%, 113 µM cGMP 100%; activation, % at 11.4 µM; actives 0.083% (n = 340,000);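 active means percent activation above the mean of all tested compounds plus 3 SD, cut at about 19% in these data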;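 further: higher means more PKAc released from R1A so a rise in polarization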
# MOR-DOR inv ag: inverse agonist of human OPRM1-OPRD1 heterodimerization; cell-based MOR-DOR heterodimer luminescence, inverse agonism; actives 0.21% (n = 340,000); inhibition, % at 9.3 µM; AID 504357; P35372+P41143; in the data active means inhibition above about 22%, passing the limit was not always enough;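 further: 0% = cells with DMSO and 100% = wells without cells with DMSO; values of inactives mirror those of a sister screen read the other way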
# Arrestin-AP2 inh: inhibitors of human beta-arrestin and AP2 interaction. FITC-arrestin peptide / GST-AP2 beads, flow cytometry; AP2 beta2 appendage carries R879A mutation. inhibition, % at 10 µM. actives 0.31% (n = 340,000);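 active means inhibition above a set limit, near 3 SD of compounds lacking own fluorescence, cut at about 54% in these data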;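 further: plate controls were DMSO wells for no effect and 5 µM unlabelled arrestin peptide for full effect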
#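 System: GST-AP2 R879A glutathione beads; medium: PBS, Tween 20 0.05%, BSA 0.1%; reagent: fluorescein-tagged arrestin peptide at 50 nM final; schedule: pre-incubation 12 min, peptide binding 1 h, room temperature; detection: flow cytometry, FL1 (488/535 nm); read-out: inhibition as reduced fluorescein signal on beads, percent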
# AddAB inh: less growth of phage-infected E. coli with AddAB; E. coli expressing H. pylori AddAB, absorbance growth; inhibition, % at 11.9 µM; actives 0.29% (n = 330,000); AID 435030; in the data active means inhibition above about 12%;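 further: 0% = vehicle wells of infected cells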
# SUMO Mot1 rescue: inhibitors of SUMOylation pathway: yeast Mot1-301 growth rescue; S. cerevisiae Mot1-301 growth rescue, ATP luminescence, 38.5C; percent above DMSO median, 100 means doubled; growth rescue, % at 18.8 µM; actives 1% (n = 320,000);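 active means every valid replicate shows activation above 250% relative to neutral control wells; inactive means the rest, any valid replicate at or below 250%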;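 further: OY570 slx delta 5 strain wells were the positive control but not used for scaling; some compounds called inactive have numbers as strong as hits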
# Pemphigus Ab inh: inhibitors of pemphigus antibody binding to human desmoglein-3; DSG3-coupled beads, scFv-anti-DSG3-GFP binding, flow cytometry; stronger effect = lower value; binding (percent of control), % at 10 µM; actives 0.48% (n = 310,000);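 active means binding more than 3 SD below its plate's average and above zero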;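 further: hits lower antibody fragment binding to DSG3; some compounds called inactive have numbers as strong as hits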
# Target sequence (P32926 whole entry, looked up, the tested form may be a part): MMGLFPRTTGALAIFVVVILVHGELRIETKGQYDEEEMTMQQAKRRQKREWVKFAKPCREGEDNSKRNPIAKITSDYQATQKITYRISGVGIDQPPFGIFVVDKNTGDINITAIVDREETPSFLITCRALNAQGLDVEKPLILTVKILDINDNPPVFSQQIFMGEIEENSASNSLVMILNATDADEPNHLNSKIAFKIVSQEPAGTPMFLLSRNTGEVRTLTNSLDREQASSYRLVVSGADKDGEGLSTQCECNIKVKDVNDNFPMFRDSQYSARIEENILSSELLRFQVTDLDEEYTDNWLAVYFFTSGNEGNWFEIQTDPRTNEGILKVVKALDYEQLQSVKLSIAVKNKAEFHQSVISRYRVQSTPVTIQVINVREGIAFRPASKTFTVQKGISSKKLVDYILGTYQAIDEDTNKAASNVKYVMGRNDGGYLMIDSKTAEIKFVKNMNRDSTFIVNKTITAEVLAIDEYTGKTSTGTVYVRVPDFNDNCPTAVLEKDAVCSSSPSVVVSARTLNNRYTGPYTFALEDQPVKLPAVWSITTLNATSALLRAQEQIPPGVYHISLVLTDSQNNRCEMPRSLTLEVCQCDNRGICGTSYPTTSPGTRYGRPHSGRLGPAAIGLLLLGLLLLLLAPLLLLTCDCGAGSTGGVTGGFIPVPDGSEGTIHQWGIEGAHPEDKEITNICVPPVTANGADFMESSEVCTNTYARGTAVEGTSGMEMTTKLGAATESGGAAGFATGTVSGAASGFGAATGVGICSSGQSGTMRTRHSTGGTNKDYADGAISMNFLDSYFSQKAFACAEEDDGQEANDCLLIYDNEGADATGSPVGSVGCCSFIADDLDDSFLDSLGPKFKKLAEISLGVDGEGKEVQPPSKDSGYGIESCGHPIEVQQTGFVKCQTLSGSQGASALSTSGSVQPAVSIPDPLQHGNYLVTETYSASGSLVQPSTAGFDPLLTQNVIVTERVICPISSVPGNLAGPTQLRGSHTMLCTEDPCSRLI
# phage Ecoli inh: E. coli growth loss with phage present | growth absorbance | inhibition, % at 11.9 µM | actives 0.26% (n = 360,000); in the data active means inhibition above about 11%
# PfHsp90 yeast 2: reduces growth (ATP signal) of yeast expressing P. falciparum Hsp90 | S. cerevisiae expressing PfHsp90, BacTiter-Glo ATP, 48 h; yeast lacking PDR1 and PDR3 efflux regulators | inhibition, % at 9.4 µM | actives 0.32% (n = 310,000) | AID 504621;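 active means every replicate shows inhibition above about 80%, whatever the replicate mean, limit read from the data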;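 further: 0% = DMSO neutral controls and 100% = 20 µM radicicol positive controls; yeast relying on Plasmodium falciparum Hsp90 in place of its own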
# OPRM1-OPRD1 ag: OPRM1-OPRD1 heterodimerization agonism | P35372+P41143 | cells, luminescence | activation, % at 9.3 µM | actives 0.3% (n = 340,000) | AID 504326; in the data active means activation above about 18%;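 further: 0% = vehicle-treated cells and 100% = reference agonist; values of inactives mirror those of a sister screen read the other way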
# Ecoli viability: reduces bacterial viability in AddAB counter-screen | E. coli V3065 growth, OD600 absorbance, 18 h | inhibition, % at 11.9 µM | actives 0.27% (n = 330,000) | AID 449728;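 active means inhibition above the campaign's mean inhibition across all tested compounds plus 3 SD, cut at about 9.9% in these data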;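 further: uninfected addAB+ strain grown without phage in ampicillin broth; 0% = DMSO wells and 100% = ciprofloxacin 0.95 µg/ml wells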
# Tat export inh: blocks Tat-dependent protein export in E. coli | E. coli MC4100 TorA-mCherry Tat export, fluorescence | inhibition, % at 10 µM | actives 0.036% (n = 340,000);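 active means mean replicate inhibition at least 50% and at least half of replicates individually reaching 50%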;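 further: exported cargo escapes ClpAP degradation while cytoplasmic cargo is degraded and loses fluorescence; 0% = median of neutral control wells and 100% = median of NaSCN control wells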
# Starred values were filed as active, the others as inactive; nt = no result given.
(1) Cn1nccc1C(=O)c1ccc(Cl)cc1
(2) Cc1cccc(-c2noc(CN(C)C(=O)c3ccco3)n2)c1
(3) O=C(COc1ccccc1[N+](=O)[O-])Nc1cccc(S(=O)(=O)N2CCCC2)c1
(4) COCCCNC(=O)CN1C(=O)c2cccc3cccc1c23
(5) O=C(Cc1ccccc1)NN1C(=O)C2C3C=CC(C3)[C@@H]2C1=O (some centres undefined)
(6) COc1cc(SC)ccc1C(=O)Nc1ccc2c(c1)CCC2
(7) CC(C)Cc1ccc(S(=O)(=O)N2CCOCC2)cc1
(8) O=C(O)C1(Nc2ccc(Cl)cc2)CCCC1
screen / no.	1	2	3	4	5	6	7	8
PKA-R1A activ	-10.7	-7.0	3.5	-13.9	-3.1	0.4	-3.0	1.6
MOR-DOR inv ag	18.1	9.3	5.7	9.7	6.0	-1.8	8.6	8.0
Arrestin-AP2 inh	26.3	-16.4	9.7	8.8	5.2	6.5	-13.5	1.6
AddAB inh	2.5	-0.7	-1.6	2.2	2.6	-0.2	-0.4	nt
SUMO Mot1 rescue	528.8	-6.2	-17.8	-4.3	1.2	11.6	-6.3	nt
Pemphigus Ab inh	101.6	108.0	92.8	103.0	101.8	92.3	99.1	90.6
phage Ecoli inh	0.7	-0.9	3.3	2.6	-0.3	2.5	1.7	1.8
PfHsp90 yeast 2	12.6	-9.8	nt	5.2	-15.6	-0.8	10.3	-6.7
OPRM1-OPRD1 ag	-4.3	-1.7	-1.1	-2.0	-1.3	0.3	-1.5	-1.8
Ecoli viability	0.6	-1.1	-0.1	-1.0	2.8	-1.4	-2.1	nt
Tat export inh	-4.8	-1.7	4.6	2.1	-1.6	2.1	-6.4	-12.7

(9) CC(C)(C)S(=O)(=O)/C(C#N)=N/Nc1ccc(S(N)(=O)=O)cc1
(10) Cc1ccc(OCc2nnc(SCC(=O)N3C(C)CCCC3C)o2)cc1 (centres undefined)
(11) CC(C)[C@@H](C(=O)NC1CC1)N1C(=O)N2CCc3c([nH]c4ccccc34)[C@@]2(C)C1=O
(12) COc1ccc(CN2C(=O)c3cccc4cccc(c34)C2=O)cc1
(13) COc1ccc(-n2cnc3cc(C(=O)NCC4CCCO4)ccc32)cc1 (centres undefined)
(14) OCCC1CN(Cc2cccc3nonc23)CCN1C1CCCCC1 (centres undefined)
(15) Cc1cc(NC(=O)COC(=O)COc2ccc(Cl)cc2C)c([N+](=O)[O-])cc1C
(16) O=C(c1noc2c1CCCC2)N1CCN(c2ccccc2)CC1
screen / no.	9	10	11	12	13	14	15	16
PKA-R1A activ	-10.8	-3.3	3.0	-18.4	-10.9	-10.3	-1.4	14.8
MOR-DOR inv ag	6.5	-16.7	-4.8	4.9	15.9	2.7	9.0	3.6
Arrestin-AP2 inh	27.0	1.4	16.0	-7.0	-7.2	40.6	0.8	-0.9
AddAB inh	1.7	-1.8	0.0	0.9	3.1	0.6	-1.2	1.7
SUMO Mot1 rescue	-16.8	18.7	-2.2	15.8	1.8	-11.8	nt	-22.1
Pemphigus Ab inh	91.8	102.4	97.2	100.1	105.5	108.3	nt	95.5
phage Ecoli inh	3.0	1.4	2.3	-0.1	3.5	0.8	0.9	nt
PfHsp90 yeast 2	-22.2	-25.0	-20.7	3.8	8.6	-6.0	-7.2	7.2
OPRM1-OPRD1 ag	-0.9	3.2	1.0	-1.0	-3.1	-0.5	-1.7	-0.7
Ecoli viability	1.6	-3.6	-2.5	2.0	-3.3	-1.7	-1.9	1.3
Tat export inh	-1.3	11.5	3.9	2.4	-7.8	-9.1	40.2	-4.6

(17) CCOc1cc(C(=O)OC(C)C(=O)Nc2ccccc2OC)ccc1OCC(=O)N1CCOCC1 (centres undefined)
(18) Nc1nc2c(ncn2C2C[C@H](O)[C@@H](CO)O2)c(=O)[nH]1 (some centres undefined)
(19) COc1cccc(C(C)N(C)Cc2nc(COc3ccccc3)no2)c1 (centres undefined)
(20) O=C(c1cc2ccccc2o1)N1CCN(C/C=C/c2ccccc2)CC1
(21) COc1ccccc1C(=O)NCC(=O)N1CCN(c2ncccn2)CC1
(22) C[C@H](C(=O)O)c1n[nH]c(=O)c2ccccc12
(23) c1ccc2c(Cn3ccnc3)c[nH]c2c1
(24) COCCn1c(SCC(=O)Nc2cccc(S(N)(=O)=O)c2)nc2cc(Cl)ccc2c1=O
screen / no.	17	18	19	20	21	22	23	24
PKA-R1A activ	0.2	5.3	-2.6	0.9	-10.5	5.5	-13.7	8.9
MOR-DOR inv ag	-5.3	8.9	-6.8	-6.9	15.2	21.7	18.3	21.7
Arrestin-AP2 inh	-9.2	-4.7	27.3	30.5	-4.4	3.6	-12.2	7.9
AddAB inh	nt	-3.2	6.2	4.2	0.6	-0.6	3.9	-1.0
SUMO Mot1 rescue	nt	5.3	248.1	540.8*	-20.3	107.9	-16.9	-14.7
Pemphigus Ab inh	93.8	109.1	87.5	106.7	91.9	96.6	97.0	99.0
phage Ecoli inh	0.3	3.3	1.1	0.2	-3.2	2.3	2.0	1.2
PfHsp90 yeast 2	-6.0	25.0	-7.5	1.9	-19.8	-1.5	nt	-9.9
OPRM1-OPRD1 ag	1.4	-1.6	1.3	1.3	-3.8	-3.9	-3.5	-4.2
Ecoli viability	nt	-1.8	2.0	0.9	0.5	0.4	1.5	-3.3
Tat export inh	6.0	-5.2	6.3	1.7	-1.8	-4.3	4.5	-6.3

(25) COc1cc(C(=O)N2CCN(c3ccccc3F)CC2)ccc1OCC(=O)N1CCOCC1
(26) CCCn1c(SCC(=O)Nc2nnc(C)s2)nnc1C1CC1
(27) O=C(COc1ccccc1)N1CCN(c2ncnc3c2cnn3-c2ccccc2)CC1
(28) COCCn1c(SCCN2CCOCC2)nc2c1c(=O)[nH]c(=O)n2C
(29) C=CCn1c(SCC(C)=O)nc2sc3c(c2c1=O)CCC3
(30) O=C(OCn1ncc(Cl)c(Cl)c1=O)c1cccc(C(F)(F)F)c1
(31) OC(CSc1c(Cl)cccc1Cl)CN1CCN(c2ccccc2F)CC1 (centres undefined)
(32) Cc1cc(NC(=O)CSCC(=O)N(C)Cc2ccc(Cl)c(Cl)c2)no1
screen / no.	25	26	27	28	29	30	31	32
PKA-R1A activ	0.2	8.1	0.8	-8.8	-0.8	-16.1	-4.9	-2.8
MOR-DOR inv ag	3.0	6.5	8.2	4.8	8.1	-1.1	-38.5	7.4
Arrestin-AP2 inh	0.5	-4.9	5.8	-8.3	0.1	8.4	2.3	0.8
AddAB inh	-0.4	0.9	1.7	-4.3	-0.8	0.6	-0.3	1.0
SUMO Mot1 rescue	-10.7	-21.5	-6.0	-17.7	13.6	55.9	-6.0	1.3
Pemphigus Ab inh	97.2	108.5	102.1	100.0	101.2	100.2	98.9	106.9
phage Ecoli inh	3.9	1.2	1.8	1.0	-0.2	nt	-0.4	1.0
PfHsp90 yeast 2	-46.4	18.2	11.0	-7.8	0.3	99.0*	-16.2	6.8
OPRM1-OPRD1 ag	-0.8	-1.6	-1.5	-0.8	-1.7	0.2	7.2	-1.4
Ecoli viability	-0.3	-1.3	1.0	-1.9	0.1	0.5	1.6	0.6
Tat export inh	-3.3	-5.3	2.3	3.1	-2.9	-3.6	0.1	-0.7

(33) CCC(=O)N1CCN(c2ccc(NC(=O)c3c(F)c(F)c(OC)c(F)c3F)cc2)CC1
(34) CN(c1ccccc1)S(=O)(=O)c1ccc(C(=O)Nc2nnc(C3CC3)s2)cc1
(35) Cc1ccc(-n2cc(CNCCn3nc(C)cc3C)c(-c3ccc(F)cc3)n2)cc1
(36) COC(=O)C1=C(C)NC(C)=C(C(=O)OC)C1c1ccc(C)o1
(37) O=C(Nc1ccccc1)Nc1ccc2nnsc2c1
(38) COc1ccc(C(=O)NCc2nnc(SCC(=O)N3CCCC3)o2)cc1OC
(39) Cc1nn(-c2ccccc2)c(C)c1C(=O)OC(C)C(=O)NC1CCCCC1C (centres undefined)
(40) Cc1ccc(S(=O)(=O)N2CCN(CC(=O)N/N=C/c3ccc(Br)s3)CC2)cc1
screen / no.	33	34	35	36	37	38	39	40
PKA-R1A activ	5.3	2.2	-10.6	nt	-8.2	2.1	-2.3	-4.6
MOR-DOR inv ag	1.9	2.5	-63.1	nt	-16.9	13.2	3.9	-3.2
Arrestin-AP2 inh	5.2	3.5	10.1	6.1	10.2	14.3	3.4	-0.2
AddAB inh	0.9	-2.8	-0.7	2.6	7.8	5.1	1.4	3.0
SUMO Mot1 rescue	14.5	-12.7	-13.7	0.9	10.4	-4.8	-14.2	2.5
Pemphigus Ab inh	94.9	95.0	101.5	99.4	104.6	97.4	100.8	104.3
phage Ecoli inh	2.7	-0.8	0.6	0.8	8.8	0.6	0.6	0.5
PfHsp90 yeast 2	-8.1	-15.0	-2.1	-0.1	-9.1	-7.3	-28.2	7.2
OPRM1-OPRD1 ag	-0.4	-0.5	12.5	nt	3.4	-2.4	-0.9	0.6
Ecoli viability	-1.0	-0.2	-0.9	0.0	6.0	0.3	-0.5	0.3
Tat export inh	-9.4	-3.6	0.4	0.5	-5.0	-4.1	10.9	0.8

(41) COc1ccc([C@@H]2[C@@H]3C(=O)N(C(C)(C)C)C(=O)[C@@H]3[C@]3(Cc4ccc(Cl)cc4)C(=O)N(c4cccc(C)c4)C(=O)N23)cc1
(42) CCCNC(=O)C1CCC(CNS(=O)(=O)c2cccc3nsnc23)CC1 (centres undefined)
(43) COc1ccc(C(CNC(=O)c2ccc(S(=O)(=O)Nc3ccccc3C)cc2)N2CCOCC2)cc1 (centres undefined)
(44) COc1ccc(/C=C/c2cc(C(=O)O)c3ccccc3n2)cc1
screen / no.	41	42	43	44
PKA-R1A activ	2.8	1.3	0.6	-8.6
MOR-DOR inv ag	7.7	5.7	-5.1	10.2
Arrestin-AP2 inh	25.7	38.0	0.7	-6.8
AddAB inh	2.9	2.1	-2.2	3.6
SUMO Mot1 rescue	-11.3	nt	-2.2	-12.3
Pemphigus Ab inh	102.0	94.3	104.6	102.6
phage Ecoli inh	1.4	4.2	2.7	3.3
PfHsp90 yeast 2	1.5	-2.2	20.8	40.7
OPRM1-OPRD1 ag	-1.4	-1.1	0.8	-1.9
Ecoli viability	0.5	-0.9	0.2	1.2
Tat export inh	-11.1	-10.0	0.5	1.2
